GPR151 activ – activators of human GPR151, primary screen, cell-based, PathHunter beta-arrestin, luminescence; G-protein coupled receptor 151 (Homo sapiens), Q8TDV0; PathHunter beta-arrestin GPR151 cells; activation, % at 11.2 µM; 650,000 compounds, 1% hits; in the data active means activation above about 4.9%;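 further: 0% = median of compound wells and 100% = cells with positive control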
Target sequence (Q8TDV0 whole entry, looked up): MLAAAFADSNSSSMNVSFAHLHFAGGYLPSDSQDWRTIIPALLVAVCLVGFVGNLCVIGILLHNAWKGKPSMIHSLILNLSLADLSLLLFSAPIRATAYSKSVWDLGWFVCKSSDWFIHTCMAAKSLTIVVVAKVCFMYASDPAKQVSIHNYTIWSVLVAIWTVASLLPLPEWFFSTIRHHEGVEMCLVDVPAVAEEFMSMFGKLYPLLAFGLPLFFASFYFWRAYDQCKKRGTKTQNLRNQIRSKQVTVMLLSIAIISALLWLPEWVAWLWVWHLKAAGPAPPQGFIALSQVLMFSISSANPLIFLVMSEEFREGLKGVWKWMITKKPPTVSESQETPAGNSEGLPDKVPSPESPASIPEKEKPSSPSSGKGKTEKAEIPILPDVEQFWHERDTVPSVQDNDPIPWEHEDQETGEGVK
FBW7 act – FBW7 E3 ligase activators, primary screen, biochemical, AlphaScreen, human. AlphaScreen FBW7–phospho-cyclin E peptide binding, activator screen. normalized activity (activation), % at 26.1 µM. 650,000 compounds, 0.13% hits. AID 1259310, 2017; in the data active means normalized activity above about 1.9%;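 further: purified mutant Fbw7 with reduced substrate affinity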
Target sequence (Q969H0 whole entry, looked up): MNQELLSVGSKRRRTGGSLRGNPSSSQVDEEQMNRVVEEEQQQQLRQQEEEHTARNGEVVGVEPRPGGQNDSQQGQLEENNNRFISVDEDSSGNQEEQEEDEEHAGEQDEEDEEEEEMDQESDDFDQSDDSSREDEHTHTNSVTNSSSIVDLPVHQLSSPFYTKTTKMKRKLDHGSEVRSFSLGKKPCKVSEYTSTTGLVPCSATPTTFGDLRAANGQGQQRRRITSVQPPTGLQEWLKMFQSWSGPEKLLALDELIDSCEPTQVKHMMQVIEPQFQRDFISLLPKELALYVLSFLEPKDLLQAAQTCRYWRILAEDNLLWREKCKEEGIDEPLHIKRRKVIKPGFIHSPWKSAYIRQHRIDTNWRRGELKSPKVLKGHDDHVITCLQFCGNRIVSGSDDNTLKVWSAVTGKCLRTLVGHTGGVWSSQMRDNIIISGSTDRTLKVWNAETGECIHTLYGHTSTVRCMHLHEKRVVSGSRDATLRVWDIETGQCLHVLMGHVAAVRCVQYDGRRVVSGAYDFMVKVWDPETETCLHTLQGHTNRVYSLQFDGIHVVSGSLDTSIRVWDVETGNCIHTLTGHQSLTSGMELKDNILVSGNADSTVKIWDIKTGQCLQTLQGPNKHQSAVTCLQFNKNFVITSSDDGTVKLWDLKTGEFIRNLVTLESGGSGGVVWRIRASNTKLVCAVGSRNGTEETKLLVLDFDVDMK
MITF primary – MITF inhibitors, primary screen, biochemical, AlphaScreen, human; inhibition, % at 2.6 µM; Microphthalmia-associated transcription factor (Homo sapiens), O75030; AlphaScreen MITF homodimerization, bead proximity signal; AID 1259374, 2018; 650,000 compounds, 0.91% hits; in the data active means inhibition above about 50%;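 further: 0% = vehicle wells with protein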
TEAD-YAP inh – TEAD-YAP interaction inhibition, primary screen, TEAD-YAP interaction inhibitor project, luminescence, HEK-TIYL cells | TEAD-Gal4/YAP UAS-luciferase luminescence | inhibition, % at 9.12 µM | 640,000 compounds, 1.4% hits; in the data active means inhibition above about 32%;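 further: 0% = median of test compound wells and 100% = reference inhibitor wells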
* = called active by the depositor.

SMILES	GPR151 activ	FBW7 act	MITF primary	TEAD-YAP inh
Cc1nn(C(=O)COc2ccccc2)c(C)c1Sc1ccc(Cl)cc1	-0.5	0.0	6	-3
CC(C)=CC1(C)N2CC3([N+](=O)[O-])CN1CC([N+](=O)[O-])(C2)C3(C)C (configuration not stated)	1.9	-0.1	12	-2
O=C(CC1(O)C(=O)Nc2c(C(F)(F)F)cccc21)c1ccc(Cl)s1 (configuration not stated)	-0.5	-0.1	9	-2
CC(=O)Nc1ccc2c(C)cc(=O)[nH]c2c1	-1.2	0.5	15	16
Cc1cc2c(cc1S(=O)(=O)NC1CCC(C)CC1)n(C)c(=O)c(=O)n2C (configuration not stated)	0.2	-0.1	-10	7
O=C(NCc1nc(-c2ccccc2)no1)c1ccc(I)cc1	2.6	-0.2	2	-21
CCc1nn2c(=O)c(S(=O)(=O)Nc3ccc(C(C)C)cc3)c(C)nc2s1	0.3	0.0	-5	6
O=C(c1ccco1)N1CCN(C(=S)Nc2ccc(F)cc2F)CC1	-0.8	0.0	15	7
O=C1CC2(CCN(S(=O)(=O)c3cc(F)ccc3F)CC2)Oc2ccccc21	2.9	0.1	-10	4
O=[N+]([O-])c1ccc(/C=N/Nc2nc(NCc3ccccc3)nc(N3CCOCC3)n2)cc1	-0.4	-0.1	-10	-1
CCN(Cc1ccncc1)C(=O)CCc1nnc(CCc2ccccc2OC)o1	0.7	-0.1	1	5
CCn1c(SCC(=O)Nc2ccc(C)c([N+](=O)[O-])c2)nnc1-c1ccc(O)cc1	0.1	-0.1	1	21
Cc1cccc2cc(CN(Cc3ccco3)C(=O)N3CCCC3)c(=O)[nH]c12	-1.1	-0.1	0	-4
CCOC(=O)c1[nH]ncc1[N+](=O)[O-]	0.4	-0.1	3	1
Cc1cccc(Nc2ccc3c(cnn3-c3cccc(C(=O)NCCN4CCN(C)CC4)c3)c2)c1Cl	1.2	-0.2	-3	3
CC(C)(C)c1ccc(C(=O)N/C(=C\c2cccc([N+](=O)[O-])c2)C(=O)NCCC(=O)O)cc1	0.3	0.0	-13	6
CC(C)(CN1CCCC1)NS(=O)(=O)c1cccs1	0.1	-0.1	-1	-4
CCOC(=O)Cn1c(=O)n(Cc2ccccc2)c(=O)c2cccnc21	1.3	0.0	5	-19
Cc1cc(OCC(=O)Nc2sc3c(c2C(N)=O)CCCC3)ccc1C(C)C	-0.8	0.4	15	7
CNc1nc2nonc2nc1Nc1ccc(I)cc1	-0.9	-0.1	8	12
O=C(c1ccccc1)N1CCN(c2ccc(Nc3ccccn3)nn2)CC1	-1.7	-0.9	23	11
Cc1c(Cl)cccc1N1C(=O)CSC12C(=O)Nc1ccccc12 (configuration not stated)	-0.2	-1.1	5	25
CC(=O)Nc1ccc(Nc2nc(C(F)(F)F)nc(C)c2C#N)cc1	-0.8	-0.1	0	-6
O=C(NC(=S)Nc1ccccn1)c1cncc(Br)c1	0.1	0.0	-12	-27
CNC(=S)N1CCC(C(=O)c2ccc(F)cc2)CC1	-0.7	0.4	13	11
Cc1ccc(-c2nnc(Nc3ccc(O)cc3)c3ccccc23)cc1S(=O)(=O)NCc1nc2ccccc2[nH]1	0.4	0.1	11	9
CCN(Cc1cccc(OC)c1)C(=O)c1nc2ccc(-c3cn[nH]c3)cc2s1	-1.5	0.2	4	-42
CC(C)OC(=O)c1ccc(COc2ncnc3ccccc23)o1	2.5	-0.1	-6	-6
Cc1sc2c(c1C)CN(Cc1ccco1)CN2C(=O)c1ccco1	-2.2	0.0	10	-11
CSCC(C(=O)O)N1C(=O)c2ccc(C(=O)O)cc2C1=O (configuration not stated)	0.3	0.0	12	5
Cc1c(NC(=O)CN(c2cccc(Br)c2)S(C)(=O)=O)cccc1[N+](=O)[O-]	3.9	0.0	-11	-4
O=C(Cc1nnc(NC(=O)c2ccco2)s1)NCc1ccccc1	-0.7	-0.1	-5	-4
CCn1c(=O)c2c(nc3n(-c4ccc(F)cc4)c(C)c(C)n23)n(C)c1=O	0.6	-0.1	-5	10
COc1c(Br)cc(Br)cc1/C=C1\C(=O)N(c2ccccc2)N=C1C	-1.8	0.0	13	2
COC(=O)c1sc2nc(C)nc(SCC(=O)C(C)(C)C)c2c1C	1.5	0.0	-6	4
CC1=C(C(=O)N2CCOCC2)C(c2ccccc2C(F)(F)F)NC(=S)N1 (configuration not stated)	-2.1	0.6	-4	2
COc1ccc(/C=C2\Oc3cc(OC(=O)N4CCOCC4)ccc3C2=O)cc1OC	-0.3	-0.1	-4	-3
CCOC(=O)C(CC)Sc1ncnc2c1c(-c1ccccc1)cn2-c1ccc(OCC)cc1 (configuration not stated)	-0.3	0.0	-10	3
COCCn1c(C)cn2c3c(=O)n(C)c(=O)n(C)c3nc12	-0.3	0.0	4	6
COc1cc([N+](=O)[O-])ccc1NC(=S)NCc1cccnc1	-0.1	0.2	19	11
COc1ccccc1-c1cc(N)n(S(=O)(=O)c2ccc(F)cc2)n1	0.2	0.1	10	-7
CCN(Cc1ccncc1)Cc1ccc2c(c1)CN(C(=O)C1CCCCCN1C)CCO2 (configuration not stated)	0.0	0.1	12	-7
C=CCN1C(=O)C(CC(=O)Nc2ccccc2)SC1=Nc1ccc(O)cc1 (configuration not stated)	-0.5	0.1	14	6
CN(Cc1cnn(C)c1)S(=O)(=O)c1cccc([N+](=O)[O-])c1	1.0	0.1	7	12
O=C(c1cccc(O)c1)N1N=C(c2ccc(Cl)cc2)CC1(O)C(F)(F)F (configuration not stated)	-0.8	0.1	1	4
N#CCc1nnc2n1-c1ccccc1CCC2	-0.9	0.5	9	6
COc1ccc(N2CCN(c3ncnc4sc(C(=O)Nc5ccccc5Cl)c(C)c34)CC2)cc1	0.3	0.1	-3	-89
C=CCOc1cccc(/C=C2/C(=O)NC(=S)N2C(C)=O)c1	-1.5	-0.1	8	-44
CCCC(C)OC(=O)C1C(C)CC2(C)CC1C(=O)O2 (configuration not stated)	-0.6	0.9	8	7
Cc1ccc(N(Cc2ccccc2C)S(C)(=O)=O)cc1	-0.6	-0.1	-10	-9
Next results follow.
SMILES	GPR151 activ	FBW7 act	MITF primary	TEAD-YAP inh
COc1cc(C2C3=C(CCCC3=O)Nc3c2c(=O)n(C)c(=O)n3C)ccc1O (configuration not stated)	1.1	-0.1	5	-1
CCOC(=O)C1=C(C)N=c2s/c(=C/c3ccc(-c4ccc(Cl)c(C(=O)O)c4)o3)c(=O)n2C1c1c(OC)ccc2ccccc12 (configuration not stated)	1.9	-0.1	11	5
O=C(COC(=O)c1ccccc1)NC1CC1	1.0	0.0	3	12
CCOc1ccc(Cn2c(-c3cncs3)nc3ccccc32)cc1OCC	-0.4	-0.1	-1	-21
COc1cc(OC)cc(-c2nnc(Nc3nc4cc(OC)ccc4s3)o2)c1	-0.3	0.0	-14	4
O=C(CCN1C(=O)C2C3C=CC(CC3)C2C1=O)N1CCN(c2ccccc2)CC1 (configuration not stated)	0.9	0.4	3	5
C=CCn1c(SCC(=O)Nc2cccc(Cl)c2)nc2sc(CC)cc2c1=O	0.4	0.2	18	9
O=C1Nc2ccccc2C1(c1c[nH]c2ccccc12)c1c[nH]c2ccccc12	1.8	0.1	2	-6
Nc1cc2c(cc1C(=O)c1ccccc1)OCCO2	-0.7	-0.3	-48	3
CC1(C)CC(=O)C2=C(C1)N(c1ccccc1)C(N)=C(C#N)C2c1ccc(Br)cc1 (configuration not stated)	-1.6	0.3	-2	-1
CCCn1c(Nc2cccc(OC)c2)nc2ccccc21	0.4	0.1	6	4
COc1cccc(NC(=O)Nc2nnc(SCc3ccccc3F)s2)c1	-0.6	0.0	-8	6
CCC(=O)N1CCC(C(Cc2cccc(OC)c2)N(C)C(=O)CCSC)CC1 (configuration not stated)	-0.4	0.1	2	9
O=C(Nc1nc2ccccc2[nH]1)c1ccc(Br)cc1	8.0*	-0.1	21	25
CCOC(=O)c1c(C)n(-c2ccccc2)c2c1cc(OC(=O)c1ccccc1OC)c1ccccc12	0.7	0.0	2	6
COc1ccc(NC(=O)c2ccc(NC(=O)Cn3c(C)csc3=O)cc2)cc1	-0.3	0.3	11	-6
CC(=O)Oc1ccc2c(=O)c(N3C(=O)c4ccccc4C3=O)c(C)oc2c1C	1.5	0.1	7	-3
CCOc1ccccc1CNC(=O)CCC(=O)N1CCOc2ccc(C)cc21	-1.6	0.1	14	8
Cc1ccc(C)c(OCC(O)CN2CCN(c3ccccc3F)CC2)c1 (configuration not stated)	0.8	-0.1	-4	13
Cc1cc(C)n2nc3nc(C)[nH][n+]3c2n1	-0.1	0.1	9	2

21 of the compounds above, with two lines to a compound:
Each structure is followed by: GPR151 activ	FBW7 act	MITF primary	TEAD-YAP inh
Cc1ccc(N(Cc2ccccc2C)S(C)(=O)=O)cc1
→ -0.6	-0.1	-10	-9
COc1cc(C2C3=C(CCCC3=O)Nc3c2c(=O)n(C)c(=O)n3C)ccc1O (configuration not stated)
→ 1.1	-0.1	5	-1
CCOC(=O)C1=C(C)N=c2s/c(=C/c3ccc(-c4ccc(Cl)c(C(=O)O)c4)o3)c(=O)n2C1c1c(OC)ccc2ccccc12 (configuration not stated)
→ 1.9	-0.1	11	5
O=C(COC(=O)c1ccccc1)NC1CC1
→ 1.0	0.0	3	12
CCOc1ccc(Cn2c(-c3cncs3)nc3ccccc32)cc1OCC
→ -0.4	-0.1	-1	-21
COc1cc(OC)cc(-c2nnc(Nc3nc4cc(OC)ccc4s3)o2)c1
→ -0.3	0.0	-14	4
O=C(CCN1C(=O)C2C3C=CC(CC3)C2C1=O)N1CCN(c2ccccc2)CC1 (configuration not stated)
→ 0.9	0.4	3	5
C=CCn1c(SCC(=O)Nc2cccc(Cl)c2)nc2sc(CC)cc2c1=O
→ 0.4	0.2	18	9
O=C1Nc2ccccc2C1(c1c[nH]c2ccccc12)c1c[nH]c2ccccc12
→ 1.8	0.1	2	-6
Nc1cc2c(cc1C(=O)c1ccccc1)OCCO2
→ -0.7	-0.3	-48	3
CC1(C)CC(=O)C2=C(C1)N(c1ccccc1)C(N)=C(C#N)C2c1ccc(Br)cc1 (configuration not stated)
→ -1.6	0.3	-2	-1
CCCn1c(Nc2cccc(OC)c2)nc2ccccc21
→ 0.4	0.1	6	4
COc1cccc(NC(=O)Nc2nnc(SCc3ccccc3F)s2)c1
→ -0.6	0.0	-8	6
CCC(=O)N1CCC(C(Cc2cccc(OC)c2)N(C)C(=O)CCSC)CC1 (configuration not stated)
→ -0.4	0.1	2	9
O=C(Nc1nc2ccccc2[nH]1)c1ccc(Br)cc1
→ 8.0*	-0.1	21	25
CCOC(=O)c1c(C)n(-c2ccccc2)c2c1cc(OC(=O)c1ccccc1OC)c1ccccc12
→ 0.7	0.0	2	6
COc1ccc(NC(=O)c2ccc(NC(=O)Cn3c(C)csc3=O)cc2)cc1
→ -0.3	0.3	11	-6
CC(=O)Oc1ccc2c(=O)c(N3C(=O)c4ccccc4C3=O)c(C)oc2c1C
→ 1.5	0.1	7	-3
CCOc1ccccc1CNC(=O)CCC(=O)N1CCOc2ccc(C)cc21
→ -1.6	0.1	14	8
Cc1ccc(C)c(OCC(O)CN2CCN(c3ccccc3F)CC2)c1 (configuration not stated)
→ 0.8	-0.1	-4	13
Cc1cc(C)n2nc3nc(C)[nH][n+]3c2n1
→ -0.1	0.1	9	2

Other results follow.
SMILES	GPR151 activ	FBW7 act	MITF primary	TEAD-YAP inh
COc1cccc(C(=O)/C=C\Nc2ccc3c(c2)OCO3)c1	-0.6	-0.3	1	85*
O=C(COC(=O)COc1ccccc1F)Nc1ccc(Cl)cn1	2.6	0.1	11	3
CCCCNC(=O)/C(=C/c1cccc([N+](=O)[O-])c1)NC(=O)/C=C/c1ccc(OC)cc1	-1.1	0.0	10	6
COCCCNc1nc2c(-c3cccc(C)c3)nnn2c2ccccc12	-0.2	0.0	-6	-6
COc1ccc(C(C)=O)cc1COC(=O)CNC(=O)c1ccc(Cl)cc1	0.7	-0.1	-5	-5
Cn1c(=O)c2c(nc(Cl)n2Cc2ccc(C#N)cc2)n(C)c1=O	-1.0	-0.2	-1	3
CCCCc1ccc(NC(=O)C(=O)NC(C)C)cc1	2.7	0.0	-12	-11
CCCc1cc(=O)n(CC(=O)NCc2ccccc2)c(-n2nc(C)cc2C)n1	0.2	0.1	2	8
N#CCNC(=O)CSc1nc(SCC(=O)NCC#N)nc(SCC(=O)NCC#N)n1	0.1	0.5	1	10
CCOc1ccc(OCC)c(Nc2c(-c3ccccc3)c(=O)c2=O)c1	-1.3	0.1	11	12
O=C(Nc1ccc(F)c(F)c1)c1nc2ncccn2n1	-0.6	0.0	14	-1
CC(=O)Oc1cc2c(cc1Cl)C1(CC(c3ccccc3)O2)CC(C)(C)NC(=S)N1 (configuration not stated)	-0.8	-0.1	5	10
CCOc1ccc(-c2cn3ccccc3n2)cc1[N+](=O)[O-]	2.0	0.1	11	-38
COc1ccc(CNc2ccccn2)cc1OC	-0.7	-0.1	0	-2
COc1ccc(C(=O)COC(=O)CCC(=O)Nc2ccc(F)cc2)cc1	1.3	0.0	9	-2
C[C@@H](c1ccccc1)n1c(=O)[nH]c2ncc(-c3ccco3)nc21	-0.2	-0.5	-1	8
COC(=O)C1=C(C(=O)c2ccc(C)cc2)C(c2cccc(F)c2)n2nnnc2N1 (configuration not stated)	-0.4	-0.1	15	8
Cc1cc(=O)n2nc(N3CCC(C(=O)Nc4cccc(Cl)c4C)CC3)sc2n1	-0.2	0.1	-2	-11
COc1ccc(-c2nnc(SCC(=O)Nc3ccc(C)cc3)nc2-c2ccc(OC)cc2)cc1	-0.1	0.1	-12	11
COC(=O)N1CCCc2cc(C)ccc21	1.7	0.2	7	-8
